High-throughput results: PubChem, several laboratories
PERK inhibitor = human PERK inhibition, primary cell-based screen; Q9NZJ5; AID 1416; 220,000 compounds, 0.17% hits; inhibition, % at 5.6 µM; CHO PERK-DD fusion, SEAP luminescence translation reporter;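 active = inhibition above the mean inhibition of all tested compounds plus 3 SD, set separately per screening campaign, cut at about 2.9% in these data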;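 note: PERK kinase domain activated by AP20187 dimerizer at 100 nM; 0% = DMSO with dimerizer and 100% = rapamycin at 8.4 µM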
TNF death inh = blocks TNF-alpha induced death of Jurkat FADD-/- cells | Jurkat FADD-/- TNF necroptosis rescue, ATP luminescence, 24 h; 0 = TNF only, 100 = no-TNF cells | activation (protection from cell death), % at 10 µM | 220,000 compounds, 0.068% hits;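 active = activation, meaning protection from cell death, of at least 50% relative to plate controls; inactive = activation below 50%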;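 note: necroptosis triggered by 40 ng/mL TNF-alpha added together with compound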
EP2 antag = inhibitors of human EP2 prostaglandin E2 receptor. P43116. C6 glioma cells expressing human EP2, cAMP TR-FRET; cells stimulated with saturating PGE2. inhibition, % at 25 µM. 260,000 compounds, 0.52% hits;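 active = percent inhibition above 40 after rounding to a whole number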;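 note: rat C6 glioma host cells with rolipram phosphodiesterase inhibitor present; the protocol text gives 20 µM as final concentration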
Target sequence (P43116 whole entry, looked up): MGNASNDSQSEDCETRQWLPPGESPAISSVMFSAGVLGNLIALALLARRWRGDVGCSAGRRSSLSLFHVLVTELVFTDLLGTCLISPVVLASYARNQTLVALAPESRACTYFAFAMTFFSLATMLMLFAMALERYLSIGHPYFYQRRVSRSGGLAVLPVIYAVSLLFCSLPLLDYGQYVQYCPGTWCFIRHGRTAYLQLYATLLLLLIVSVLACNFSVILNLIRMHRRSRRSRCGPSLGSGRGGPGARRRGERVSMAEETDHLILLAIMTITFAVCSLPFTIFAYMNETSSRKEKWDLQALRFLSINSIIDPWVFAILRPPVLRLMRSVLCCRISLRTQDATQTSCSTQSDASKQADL
Runt-CBFb FRET = blocks binding of human RUNX1 Runt domain to CBFb; AID 1496; Cerulean-Runt/Venus-CBFb FRET ratio 530/480, 1 h; inhibition, % at 20 µM; 220,000 compounds, 0.46% hits; Q01196+Q13951;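 active = inhibition over about 50% at 20 µM in the single-dose screen, limit read from the data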;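 note: 0% = DMSO wells and 100% = excess unlabeled CBFb competitor control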
Target sequence (Q01196 whole entry, looked up, the tested form may be a part): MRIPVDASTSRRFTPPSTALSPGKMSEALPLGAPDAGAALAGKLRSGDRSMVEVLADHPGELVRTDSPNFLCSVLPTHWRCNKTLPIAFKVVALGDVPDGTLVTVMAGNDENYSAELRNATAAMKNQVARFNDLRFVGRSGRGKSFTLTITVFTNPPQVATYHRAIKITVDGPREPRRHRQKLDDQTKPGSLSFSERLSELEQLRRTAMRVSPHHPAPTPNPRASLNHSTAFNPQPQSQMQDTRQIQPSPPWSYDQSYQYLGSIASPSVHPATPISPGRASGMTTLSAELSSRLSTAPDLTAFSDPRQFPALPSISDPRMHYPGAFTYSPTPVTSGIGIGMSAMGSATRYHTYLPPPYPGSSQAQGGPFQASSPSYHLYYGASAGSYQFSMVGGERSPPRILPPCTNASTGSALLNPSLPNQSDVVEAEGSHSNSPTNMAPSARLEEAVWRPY
Target sequence (Q13951 whole entry, looked up, the tested form may be a part): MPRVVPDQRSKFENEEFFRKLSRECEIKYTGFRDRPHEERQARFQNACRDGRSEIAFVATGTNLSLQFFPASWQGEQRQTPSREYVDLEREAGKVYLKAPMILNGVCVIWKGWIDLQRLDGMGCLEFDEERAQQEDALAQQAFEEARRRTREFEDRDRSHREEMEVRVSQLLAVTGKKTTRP
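Assay system: Cerulean-tagged RUNX1 Runt domain (FRET donor) fusion protein / Amount: 100 nM each of Venus-CBFb and Cerulean-Runt domain / Medium: Tris buffer pH 7.5 with salts and BSA / Also added: Venus-CBFb 100 nM / Schedule: 1 h complex formation plus 1 h compound treatment, room temperature / Signal: FRET fluorescence / Read-out: loss of energy transfer signal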
Runt-SMMHC FRET = blocks binding of human RUNX1 Runt domain to CBFb-SMMHC; Q01196+Q13951; Cerulean-Runt/Venus-CBFb-SMMHC FRET ratio 530/480, 1 h; inhibition, % at 20 µM; 220,000 compounds, 0.74% hits; AID 1434;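 active = mean inhibition across duplicate retests at 20 µM reaching about 50%, limit read from the data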;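 note: 0% = DMSO wells and 100% = wells with excess untagged CBFb-SMMHC; inhibitors lower the FRET ratio by blocking Runt binding to CBFb-SMMHC; some results filed as inactive read as strong as hits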
RBBP9 inh = inhibitors of human serine hydrolase RBBP9 | AID 1515 | recombinant RBBP9, FP-Rh probe fluorescence polarization | O75884 | 220,000 compounds, 0.2% hits | inhibition, % at 7.94 µM;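 active = inhibition above the campaign mean of all tested compounds plus 3 SD, cut at about 14% in these data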;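 note: plate controls were DMSO wells with RBBP9 for no effect and wells lacking RBBP9 protein for full effect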
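System: RBBP9 protein | Quantity: 2.5 µM RBBP9 dispensing solution, before mixing | Reagent: FP-Rh probe, 375 nM dispensing solution | Timing: Enzyme-compound preincubation 30 min, then probe labeling 45 min, 25 °C | Measured by: Fluorescence polarization | Read-out: % inhibition | Replication: One well per compound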
Hck Nef HTS = inhibitors of human Hck kinase activated by Nef. Recombinant Hck-YEEI plus Nef, Z-Lyte FRET kinase assay. AID 463187. inhibition, % at 20 µM. 220,000 compounds, 0.68% hits;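 active = Hck-Nef kinase inhibition above about 50%, limit read from the data; inactive = inhibition below that limit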;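 note: 0% = DMSO with Hck plus Nef and 100% = Hck alone without Nef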
EP2 modulator = modulators of human EP2 prostaglandin E2 receptor | induction, % at 25 µM | EP2-expressing cells, cAMP HTRF FRET, PGE2 co-stimulation | P43116 | 260,000 compounds, 0.83% hits;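 active = compounds whose cAMP rise, as percent of the full-agonist control response, exceeds 60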;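 note: rat C6 glioma line stably carrying human EP2 under a CMV promoter; the protocol text gives 20 µM as final concentration; 100% = response of wells given 1 µM PGE2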
zVAD death inh = blocks zVAD induced death of L929 cells; L929 zVAD necroptosis rescue, ATP luminescence, 24 h; with zVAD 60 µM; 220,000 compounds, 0.38% hits; viability rescue, % at 10 µM;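 active = activation, scaled between plate controls, above about 75%, limit read from the data; inactive = activation under that limit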;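 note: 0% = zVAD with DMSO and 100% = DMSO alone without zVAD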
* hit, by the source's call; . = not tested or not shown; & = joins results of further samples. Not all compounds are listed; the hit share may differ from the screen's.

SMILES | PERK inhibitor | TNF death inh | EP2 antag | Runt-CBFb FRET | Runt-SMMHC FRET | RBBP9 inh | Hck Nef HTS | EP2 modulator | zVAD death inh
CCOc1cc(C(=O)N2CCN(c3ccccc3)CC2)cc(OCC)c1OCC | -0.2 | -0.4 | 6.8 | -2.8 | 1.3 | -4.3 | 1.2 | 21.8 | 0.7
O=c1c2ccccc2nnn1Cc1ccc2ccccc2c1 | -1.2 | 0.4 | 17.1 | 0.2 | 1.9 | 3.2 | 12.0 | 12.6 | 2.2
O=C(CC(Cc1ccccc1)c1ccco1)NCc1ccco1 (stereo not given) | 0.9 | 0.9 | 16.5 | 0.9 | -0.4 | -10.7 | 1.2 | -15.7 | 1.0
CCOC(=O)N1CCN(c2c(Nc3cc(C)[nH]n3)c(=O)c2=O)CC1 | -0.3 | -0.7 | 11.1 | -1.8 | -2.7 | -7.0 | 0.0 | 23.7 | 1.2
N/C(=N/O)c1ccccc1N1CCC(Cc2ccccc2)CC1 | 0.6 | 0.0 | 10.6 | -0.2 | -0.9 | 8.5 | 20.2 | -4.8 | 0.6
Clc1ccc(CNC2CCCC2)c(Cl)c1 | -0.5 | 1.6 | 10.6 | -0.6 | -3.3 | 4.8 | 2.0 | 32.7 | -0.3
CCOc1ccc(NC(=O)c2cccnc2Cl)c([N+](=O)[O-])c1 | 0.5 | 1.7 | 0.4 | -0.6 | 1.6 | -3.9 | 2.2 | -1.9 | -0.2
CC(c1nccs1)N(C)C(=O)CCc1nnc(Cc2c[nH]c3ccccc23)o1 (stereo not given) | 0.4 | 0.4 | 6.0 | -1.4 | -1.6 | -3.1 | 28.2 | -24.8 | 0.1
CCS(=O)(=O)c1ccc2oc(Nc3ccc(C(C)C)cc3)nc2c1 | 0.1 | -4.7 | 6.8 | 23.0 | 24.4 | -3.9 | -1.8 | -31.8 | 0.7
COc1cccc2cc(C(C)N(CCCN3CCOCC3)C(=S)Nc3c(C)cccc3C)oc12 (stereo not given) | 0.0 | 0.8 | 8.7 | -2.1 | 0.6 | -3.6 | 29.7 | 17.0 | 0.2
O=C(OCc1ccc([N+](=O)[O-])cc1)c1ccc(N2CCCC2)c([N+](=O)[O-])c1 | 0.8 | 1.2 | 10.5 | -0.1 | 2.3 | -4.7 | 2.1 | 9.3 | -1.2
CCCCN1CNC(=S)N(c2ccc(C(=O)OCC)cc2)C1 | 1.9 | -0.6 | 5.3 | -5.5 | -1.5 | -9.2 | 9.1 | 18.9 | -0.6
O=C1CC(c2ccccc2)SC(N(c2ccccc2)c2ccccc2)=N1 (stereo not given) | 0.4 | -0.8 | 3.5 | -0.7 | 0.4 | 3.3 | 6.5 | 26.7 | -0.6
O=C(COC(=O)c1cc[n+]([O-])cc1)Nc1ccccc1Cl | 0.4 | -0.1 | 6.2 | 1.3 | -2.4 | -9.5 | 16.8 | 11.0 | 0.1
CCOC(=O)c1c2c(c(=S)n(-c3ccccc3)c1N)CCC2 | -0.5 | 1.5 | 7.9 | -5.5 | -22.6 | -8.5 | 2.2 | 52.7 | 11.4
O=C(NNC(=S)Nc1ccccc1C(F)(F)F)C1CC1 | 0.8 | -2.7 | 1.9 | 3.7 | -2.0 | -4.3 | 8.3 | -19.7 | 0.1
O=C(COC(=O)COc1ccc(Cl)cc1)NC1CCCCC1 | 1.4 | -0.8 | 10.2 | -1.8 | 0.2 | -0.8 | 0.7 | 13.4 | 0.0
C=CCNC(=S)Nc1ccc(F)cc1F | 1.1 | 0.2 | 0.9 | 0.1 | 0.7 | -6.3 | -3.6 | -6.3 | 0.9
COc1ccc(S(=O)(=O)N2CCC(C(N)=O)CC2)cc1 | 1.4 | 0.2 | 4.7 | . | . | -5.6 | -0.1 | . | -0.1
O=C(CCCOc1ccccc1)Nc1nnc(C2CCCO2)s1 (stereo not given) | 0.1 | 0.8 | 10.2 | -1.5 | -33.4 | -8.3 | 3.2 | -2.1 | 1.0
COC(=O)C(C(=O)Nc1cccc(Cl)c1C)C1CCCC1 (stereo not given) | 0.1 | -0.7 | 5.4 | -1.9 | -5.6 | 1.6 | 18.5 | -51.0 | 0.2
Cc1ccc2nc(C3CCCN(C(=O)NCc4ccccc4)C3)[nH]c2c1 (stereo not given) | -0.5 | -3.2 | 8.3 | -3.1 | -1.0 | -5.8 | 1.0 | -1.0 | 0.3
Cc1cnc(C(=O)Nc2ccc(-n3cnnn3)cc2)cn1 | -0.3 | -0.4 | 3.6 | -0.9 | -0.7 | -2.7 | -1.2 | -5.0 | 0.5
Cc1ccc(CSCC(=O)Nc2ccccc2F)cc1 | 1.1 | 7.9 | 2.9 | -1.5 | 1.6 | 0.6 | -5.9 | 22.9 | 0.3
Cc1cc(C)c(C#N)c(SCC(=O)NC2CC2)n1 | -0.6 | 0.6 | 7.7 | -3.0 | -6.5 | -1.7 | 0.3 | -3.7 | 1.6
COc1cc(C2CC(=O)NC(SCC(=O)Nc3ccccc3C)=C2C#N)ccc1O (stereo not given) | 0.5 | 0.0 | 12.9 | 1.0 | 0.5 | -2.2 | -0.1 | -19.4 | 0.2
Cc1csc(NC(=O)CCS(=O)(=O)c2ccc(Br)cc2)n1 | -0.4 | 3.2 | 17.5 | 1.4 | 3.6 | -7.5 | -1.5 | -3.3 | 0.9
O=C(CCCSc1nc2ccccc2[nH]1)Nc1nnc(-c2ccccc2)o1 | -0.1 | 3.1 | 5.0 | -0.9 | -5.1 | -3.6 | 1.7 | 11.5 | 0.5
O=S(=O)(NCC(c1ccco1)N1CCOCC1)c1ccc(Cl)cc1 (stereo not given) | 0.3 | 1.0 | 9.2 | -2.5 | -3.9 | -2.0 | 0.6 | 10.3 | 0.4
COc1ccc(S(=O)(=O)NC(N)=NCCc2ccc(OC)c(OC)c2)cc1 | 2.2 | -0.2 | 10.0 | 0.3 | -1.6 | -3.7 | 14.6 | 12.1 | -0.5
COCCNc1nc(C(C)(C)C)nc2c1nnn2Cc1ccccc1Cl | 0.4 | -1.5 | 7.6 | -7.3 | -4.3 | -3.3 | 0.3 | 60.3 | -0.2
COc1ccc(N2C(=O)NC(NC(=O)c3cccnc3)(C(F)(F)F)C2=O)cc1 (stereo not given) | 0.4 | -0.5 | 1.8 | 1.4 | 0.5 | -8.5 | -24.3 | 10.4 | 0.1
Fc1ccc(COc2ccccc2-c2ccnc3ncnn23)cc1 | 0.4 | -1.1 | 8.0 | -0.9 | -0.3 | -9.3 | 19.7 | 20.0 | -0.1
CCCCN(CCCC)Cc1ccc(N)cc1 | 0.8 | -1.1 | 4.9 | 1.2 | -1.6 | 5.8 | 0.8 | 7.4 | 0.1
O=S(=O)(NCc1ccccc1)c1ccc(Cl)cc1 | 1.7 | 3.0 | 11.0 | 1.9 | 3.0 | -0.6 | 2.3 | 14.3 | 0.2
Cc1ccc(Cc2cnc(N3C(=N)SC(c4ccccc4)C3=O)s2)cc1 (stereo not given) | 0.5 | 0.2 | 21.4 | -6.0 | -4.0 | -10.1 | 1.1 | 18.8 | 1.6
CCc1ccc(OCc2nnc(SCC(=O)N3CCOCC3)o2)cc1 | 0.2 | 0.5 | 5.8&9.0 | -0.2 | -1.4 | -8.3 | 14.8 | 26.4&-16.0 | 0.7
CN(CCO)c1cc(N2CCC3(CC2)OCCO3)c2nonc2c1[N+](=O)[O-] | 1.0 | 0.9 | 5.0 | -8.8 | -7.7 | -3.0 | 3.8 | 12.4 | 1.5
O=c1cc(-c2ccccc2)nc2nc(CCc3ccccc3)[nH]n12 | 0.4 | -1.9 | 10.4 | 0.2 | -6.6 | -2.4 | 15.3 | 0.1 | -0.1
CCN(CC)S(=O)(=O)c1ccc(N2CCOCC2)c(NC(=O)Cc2ccc(Cl)cc2)c1 | -0.9 | 1.8 | 21.7 | -0.2 | 0.8 | -1.9 | 0.7 | 19.5 | -0.8
CNC(=O)c1cc(S(=O)(=O)N(C)C)ccc1Cl | -0.5 | -0.5 | 1.9 | 1.1 | 3.3 | -5.5 | 0.9 | 12.7 | -0.1
COC(=O)c1sc(S(=O)(=O)N2CCN(c3ccccc3)CC2)c(C(=O)OC)c1C | 1.4 | 2.6 | 5.3 | -0.4 | 1.2 | 5.0 | 3.3 | -11.3 | 0.3
CC(C)(C)c1ccc(S(=O)(=O)N2CCSC2)cc1 | 0.7 | 0.3 | 13.6 | -2.5 | -1.0 | -2.3 | 7.0 | 22.3 | 0.3
COc1ccc(C(=O)Nc2oc(-c3ccccc3)c(-c3ccccc3)c2C#N)cc1 | -0.4 | 0.0 | 15.9 | 1.0 | 3.9 | -25.0 | -0.7 | 0.0 | 0.1
Nc1c2c(nc3ccccc13)CCCC2=O | -1.5 | 4.1 | 9.7 | 1.2 | -6.6 | -0.8 | 3.7 | 2.8 | 0.6

Some entries already given, showing only TNF death inh.
SMILES | TNF death inh
Cc1ccc(CSCC(=O)Nc2ccccc2F)cc1 | 7.9
CCOC(=O)c1c2c(c(=S)n(-c3ccccc3)c1N)CCC2 | 1.5

(cont.)
SMILES | PERK inhibitor | TNF death inh | EP2 antag | Runt-CBFb FRET | Runt-SMMHC FRET | RBBP9 inh | Hck Nef HTS | EP2 modulator | zVAD death inh
COc1ccccc1NS(=O)(=O)c1cccc(C(=O)N/N=C/c2ccccc2OCC(=O)O)c1 | 2.1 | 0.1 | 5.1 | 1.3 | -0.1 | -7.8 | 0.2 | -0.7 | 1.7
CC1CCN(CC(=O)Nc2ccc(N3CCCCCC3)cc2)CC1 | -1.1 | 2.8 | 16.1 | 9.6 | 2.8 | -4.6 | 22.6 | -80.8 | 66.8
COc1cccc(NC(=O)Nc2nnc(CC(=O)Nc3ccccc3)s2)c1 | 1.4 | 5.8 | -1.0 | 0.5 | 0.0 | -9.9 | 16.2 | -18.1 | 0.2
O=c1[nH]nc(CNc2ccc(OC(F)(F)F)cc2)c2ccccc12 | 0.1 | 6.6 | 6.8 | -4.2 | -3.7 | 5.6 | 3.2 | -18.8 | 1.1
Cc1nc(CN(C)C(=O)c2cc(COc3c(F)cccc3F)on2)cs1 | 1.1 | 1.1 | 5.2 | -0.5 | 0.8 | 0.1 | 18.6 | -5.5 | 1.4
COCCCN(C(=S)NC(=O)c1ccc(Br)cc1)c1c(N)n(Cc2ccccc2)c(=O)[nH]c1=O | 1.3 | 0.4 | 5.5 | -0.7 | 5.5 | -9.7 | 21.3 | 26.3 | 2.5
COc1cccc(-n2c(O)c(C=NCc3ccccn3)c3ccccc3c2=O)c1 | -2.6 | -1.9 | 4.2 | 0.2 | -0.2 | -1.8 | 16.8 | -7.9 | -0.2
Cc1ccc(C(N)=O)cc1S(=O)(=O)Nc1cccc(C)c1C | 1.8 | -1.5 | -0.3 | -0.3 | -2.3 | -2.8 | 1.2 | 1.1 | 0.0
